Screens from PubChem.
IL1B NFkB pot: enhances IL-1B driven NFkB nuclear translocation; HUVEC IL-1B NFkB p65 nuclear translocation imaging; actives 0.3% (n = 94,000); AID 819; activation, % at 2 µM;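 active = activation above 40%, about the mean plus 3 SD, also judged a hit on visual image review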;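 also: percent activation is computed from the nuclear over cytoplasmic p65 intensity ratio; values of inactives mirror those of a sister screen read the other way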
NFkB transloc inh: blocks IL-1B driven NFkB nuclear translocation in HUVEC cells; AID 796; actives 0.43% (n = 94,000); inhibition, % at 2 µM; HUVEC IL-1B NFkB p65 nuclear translocation imaging;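 active = inhibition above about 30% together with a positive call from visual inspection of the well image, limit read from the data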;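 also: nuclear over cytoplasmic p65 intensity ratio measured by imaging; 0% = IL-1B stimulated DMSO wells and 100% = unstimulated DMSO wells; values of inactives mirror those of a sister screen read the other way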
MRP reversal: MRP-mediated drug resistance reversal | H69AR cells + 2 uM doxorubicin, CellTiter-Glo, 72 h | actives 0.04% (n = 85,000) | differential viability (reversal), % at 10 µM | AID 602;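 active = viability drop by adding the cancer drug above about 55%, with treated viability meeting a 40% cutoff, limit read from the data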;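 also: viability without doxorubicin minus viability with 2 µM doxorubicin for each compound; larger differential means the compound sensitizes cells more to doxorubicin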
PLAP inhibition: PLAP enzyme inhibitors, biochemical, luminescence, HTS (AID 690) | actives 0.08% (n = 96,000) | one-dose inhibition, % at 20 µM; IC50 in µM for titrated hits | purified PLAP, luminescent substrate; higher % means a stronger effect; in the data active = a potency from the dose series; inactive = the rest, 99 in 100 with inhibition below about 30%; also: strong numbers were not always called active
Bcl-B TR3 displacers: displacers of TR3 peptide from Bcl-B, primary screen, selectivity assay for Bfl-1 inhibitor project, biochemical, fluorescence polarization | FP displacement of FITC-TR3 peptide from Bcl-B; higher % means a stronger effect | displacement, % at 20 µM, or IC50 in µM where a hit was titrated | actives 0.11% (n = 96,000);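 active = displacement above 50% at 20 µM plus a fluorescence interference ratio under 1.5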;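 also: plate controls were wells without compound for no effect and wells lacking Bcl-B protein for full effect; a part of the inactive calls stands beside numbers as strong as those of hits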
MRP reversal cytotoxicity: also measured in MRP reversal; calls as there; viability, %; H69AR cells, CellTiter-Glo, 72 h; measured here: cytotoxicity without doxorubicin
MRP reversal with doxorubicin: recorded beside MRP reversal, whose call it bears; viability, %; measured here: viability with 2 uM doxorubicin; stronger effect = lower value
NFkB transloc inh cell count 2 µM: second read-out of NFkB transloc inh, no call of its own (marks repeat the call); cell count; measured here: cells passing quality filter;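 raw number of nuclei counted in each imaged well without normalization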
IL1B NFkB pot cell count 2 µM: further read-out of IL1B NFkB pot, marked with its call; cell count; measured here: cells passing quality filter
An asterisk follows results filed as active; x = not tested or not shown.

#	canonical_smiles	IL1B NFkB pot	IL1B NFkB pot cell count 2 µM	NFkB transloc inh	NFkB transloc inh cell count 2 µM	MRP reversal
1	C=CCn1c(CCCOc2ccc(Cl)cc2Cl)nnc1SCC(=O)Nc1nccs1	11	159	-11	159	-17
2	Cc1ccc(C)c(N2CCN(S(=O)(=O)c3ccc4c(c3)CCC(=O)N4)CC2)c1	6	125	-6	125	-9
3	CC(C)(C)C(=O)COC(=O)c1cccc(NC(=O)c2ccco2)c1	8	120	-8	120	x
4	Cc1cc(C)n2nc(SCC(=O)N(C)C)nc2n1	1	176	-1	176	9
5	CCCCCCn1c(COc2ccccc2F)nnc1SCC(=O)N1c2ccccc2NC(=O)C1(C)C	0	182	0	182	0
6	Cc1cc2nc(C3CCCN(C(=S)Nc4ccccc4C)C3)[nH]c2cc1C (configuration not stated)	-7	174	7	174	x
7	CCOC(=O)N1CCC(NC(=O)c2cc(C(=O)NCC(OC)OC)ccc2CO)CC1	-20	51	1	140	11
8	Cc1nn(Cc2ccc(F)cc2)c(C)c1NC(=O)c1cnn2c1NC(c1ccccc1)CC2C(F)(F)F (configuration not stated)	12	209	-12	209	9
9	COc1ccc(Br)cc1/C=N/NC(=O)c1ccc(COc2ccc3c(c2)CCC3)o1	-3	173	3	173	x
10	COc1ccc(C(=O)NCCSCc2ccc(C)cc2)cc1	-1	124	1	124	x
11	CCOC(=O)C(NC(C)=O)(Nc1ccc(S(=O)(=O)Nc2nccs2)cc1)C(F)(F)F (configuration not stated)	-2	107	2	107	-4
12	CC(C)COC(=O)c1ccc2c(c1O)C(=O)c1ccccc1C2=O	17	171	-17	171	-13
13	CCOc1ccccc1NC(=O)CN(c1ccc(OC)cc1)S(=O)(=O)c1c(C)noc1C	31	93	-31	93	-18
14	CC(C)CC1NC(=O)N(CC(=O)N2CCN(S(=O)(=O)c3ccc4ccccc4c3)CC2)C1=O (configuration not stated)	-7	167	8	167	-6
15	CC(=O)Oc1c(Cl)c(N2CCOCC2)c(OC(C)=O)c2ccccc12	x	x	x	x	-8

#	MRP reversal cytotoxicity	MRP reversal with doxorubicin	PLAP inhibition	Bcl-B TR3 displacers
1	72	89	13%	-10%
2	94	104	0%	-16%
3	x	x	10%	-11%
4	105	96	21%	-5%
5	1	1	-40%	-24%
6	x	x	-5%	8%
7	104	93	12%	-2%
8	102	94	-53%	-20%
9	x	x	23%	-2%
10	x	x	28%	-9%
11	98	102	-11%	0%
12	45	57	-3%	4%
13	88	106	-44%	-9%
14	82	88	1%	-3%
15	2	10	-21%	-3%

Carrying on.
#	canonical_smiles	IL1B NFkB pot	IL1B NFkB pot cell count 2 µM	NFkB transloc inh	NFkB transloc inh cell count 2 µM	MRP reversal
16	O=C1CCC(C(=O)N(c2ccccc2)C2(C(=O)NC3CCCCC3)CCCCC2)N1 (configuration not stated)	25	156	-25	156	6
17	Cc1cc(C)n(-c2cc(Cl)cc(Cl)c2)c(=O)c1C#N	19	135	-19	135	6
18	O=C(O)CCc1ccc(-c2cccs2)n1NC(=O)c1ccc(Cl)cc1	3	71	-3	71	-5
19	COc1ccc(-n2c(-c3cnccn3)n[nH]c2=S)cc1	-4	184	4	184	11
20	O=C(CCNC(=O)Cn1cnc2ccccc2c1=O)NCCC1=CCCCC1	x	x	x	x	2
21	O=C(O)c1ccc(COCC(F)(F)F)cc1	-6	165	6	165	11
22	CCN1CCCC1CNc1ncnc2c1[nH]c1ccc(Cl)cc12 (configuration not stated)	5	152	-5	152	x
23	CC1(C)OC(=O)N(Cc2ccco2)C1(C)O (configuration not stated)	23	96	-23	96	-27
24	O=C(OCC#CCSc1nc2ccccc2o1)c1cc2ccccc2o1	10	108	-10	108	-15
25	Cc1ccc(S(=O)(=O)C/N=C(/NC(=S)N(c2ccccc2)c2ccccc2)c2ccccc2)cc1	11	186	-11	186	28
26	O=C(CCNS(=O)(=O)c1cccc2nsnc12)NCc1cccs1	-5	60	5	60	10
27	CCN(C(=O)c1cc2ccccc2oc1=O)c1cccc(C)c1	6	188	-6	188	12
28	COc1ccc(C2=NOC(C(=O)NC(C)C)C2)cc1 (configuration not stated)	18	189	-18	189	4
29	COc1ccc(N(CCC#N)S(=O)(=O)c2ccc(Cl)cc2)cc1	-7	148	7	148	10
30	COc1cccc(C(=O)N2CCN(C(=O)c3cccs3)CC2)c1OC	5	181	-5	181	-11

#	MRP reversal cytotoxicity	MRP reversal with doxorubicin	PLAP inhibition	Bcl-B TR3 displacers
16	91	84	-29%	5%
17	92	86	x	x
18	95	100	-34%	12%
19	94	83	-20%	-2%
20	94	92	-23%	-10%
21	98	87	-7%	-3%
22	x	x	-105%	22%
23	82	110	-28%	0%
24	85	100	x	x
25	77	49	1%	-12%
26	97	87	10%	2%
27	103	90	8%	-11%
28	93	89	9%	-7%
29	102	92	-34%	2%
30	67	78	-18%	-3%

Six structures out of the list, arranged by molar mass, low to high.
#	canonical_smiles	IL1B NFkB pot	IL1B NFkB pot cell count 2 µM	NFkB transloc inh	NFkB transloc inh cell count 2 µM	MRP reversal
28	COc1ccc(C2=NOC(C(=O)NC(C)C)C2)cc1 (configuration not stated)	18	189	-18	189	4
29	COc1ccc(N(CCC#N)S(=O)(=O)c2ccc(Cl)cc2)cc1	-7	148	7	148	10
30	COc1cccc(C(=O)N2CCN(C(=O)c3cccs3)CC2)c1OC	5	181	-5	181	-11
24	O=C(OCC#CCSc1nc2ccccc2o1)c1cc2ccccc2o1	10	108	-10	108	-15
16	O=C1CCC(C(=O)N(c2ccccc2)C2(C(=O)NC3CCCCC3)CCCCC2)N1 (configuration not stated)	25	156	-25	156	6
25	Cc1ccc(S(=O)(=O)C/N=C(/NC(=S)N(c2ccccc2)c2ccccc2)c2ccccc2)cc1	11	186	-11	186	28

#	MRP reversal cytotoxicity	MRP reversal with doxorubicin	PLAP inhibition	Bcl-B TR3 displacers
28	93	89	9%	-7%
29	102	92	-34%	2%
30	67	78	-18%	-3%
24	85	100	x	x
16	91	84	-29%	5%
25	77	49	1%	-12%

Entries of single compounds from above. Values in the order: IL1B NFkB pot	IL1B NFkB pot cell count 2 µM	NFkB transloc inh	NFkB transloc inh cell count 2 µM	MRP reversal	MRP reversal cytotoxicity	MRP reversal with doxorubicin	PLAP inhibition	Bcl-B TR3 displacers
CCN(C(=O)c1cc2ccccc2oc1=O)c1cccc(C)c1 is listed as 6	188	-6	188	12	103	90	8%	-11%
O=C(O)CCc1ccc(-c2cccs2)n1NC(=O)c1ccc(Cl)cc1 is listed as 3	71	-3	71	-5	95	100	-34%	12%

More records.
#	canonical_smiles	IL1B NFkB pot	IL1B NFkB pot cell count 2 µM	NFkB transloc inh	NFkB transloc inh cell count 2 µM	MRP reversal
31	CCc1nc(N2CCN(Cc3ccc4c(c3)OCO4)CC2)c2oc3ccccc3c2n1	-5	176	5	176	x
32	CCOC(=O)c1sc(NC(=O)Nc2ccc(Cl)cc2)nc1C	3	81	-3	81	x
33	CCOC(=O)c1sc(NC(=O)c2noc3c2CCCC3)c(C(=O)OCC)c1C	-4	59	4	59	x
34	Cc1nn(C(=O)c2cccc([N+](=O)[O-])c2)c(C)c1Sc1ccccc1	x	x	x	x	x
35	CCC/C(=N\NC(=O)c1csc(C)c1C)c1cccs1	33	167	-33	167	x
36	O=C(NCCN1CCOCC1)c1ccc(=O)oc1	-10	90	10	90	-8
37	O=C(NCCN1CCOCC1)c1cnn2c(-c3ccccc3)cc(-c3ccccc3)nc12	0	107	0	107	x
38	O=C(CCNS(=O)(=O)c1ccccc1F)NCc1ccc2c(c1)OCO2	21	114	-21	114	20
39	O=C(c1ccc(NC2=NC3CS(=O)(=O)CC3S2)cc1)N1CCc2ccccc2C1 (configuration not stated)	x	x	x	x	9
40	COc1ccc(-c2nc(NC(=O)CSc3nnc4ccccn34)ns2)cc1	-1	144	1	144	x
41	CCC(=O)c1ccc(OCC(O)CN2CCN(S(=O)(=O)N3CCCCC3)CC2)cc1 (configuration not stated)	23	133	-23	133	12
42	Cc1cc(C)cc(NC(=O)Nc2ccc3c(c2)N(C)C(=O)CS3)c1	10	185	-10	185	-26
43	O=[N+]([O-])c1ccc(N/N=C/c2c[nH]c3ccccc23)c(S(=O)(=O)Nc2ccc(Cl)cc2)c1	13	131	-13	131	x
44	CCOC(=O)Cn1nnc2c(sc3nc4c(c(-c5ccc(Cl)cc5)c32)CCC4)c1=O	6	156	-6	156	x
45	CCC(Sc1nc2c(cnn2-c2ccc(Cl)cc2)c(=O)[nH]1)C(=O)OC (configuration not stated)	x	x	x	x	-8

#	MRP reversal cytotoxicity	MRP reversal with doxorubicin	PLAP inhibition	Bcl-B TR3 displacers
31	x	x	-40%	-7%
32	x	x	-1%	-3%
33	x	x	x	x
34	x	x	-16%	12%
35	x	x	-14%	4%
36	94	102	8%	5%
37	x	x	-2%	-3%
38	108	88	15%	3%
39	105	96	-4%	-2%
40	x	x	-1%	-4%
41	97	85	-50%	-3%
42	50	77	8%	-30%
43	x	x	20%	-104%
44	x	x	-45%	-1%
45	82	90	-48%	-1%

Other entries follow:
#	canonical_smiles	IL1B NFkB pot	IL1B NFkB pot cell count 2 µM	NFkB transloc inh	NFkB transloc inh cell count 2 µM	MRP reversal
46	Cc1cccc(NC(=O)c2ccc(N3CCCCC3)c([N+](=O)[O-])c2)n1	2	122	-2	122	x
47	O=C(Cc1n[nH]c(=O)[nH]c1=O)N/N=C/c1ccccc1	10	195	-10	195	x
48	Cc1ccc(C)c2c3c([nH]c12)-c1nonc1CC3	16	206	-16	206	-1
49	CCOC(=O)c1cc(=O)n2[nH]c(-c3ccc(C)cc3)cc2n1	-16	124	16	124	-2
50	O=C1CCCc2nc(N3CCc4ccccc43)ncc21	5	131	-5	131	14
51	COc1ccc(N(CC(=O)Nc2ccc(OC)c(Cl)c2)S(=O)(=O)c2c(C)noc2C)cc1	18	141	-18	141	21
52	Cc1ccc2nc(SCC(=O)N(CC(C)C)c3c(N)n(CC(C)C)c(=O)[nH]c3=O)[nH]c2c1	19	149	-19	149	8
53	C#CCOC(=O)c1csc2nnsc12	8	64	-8	64	6
54	CC1=C(C(N)=O)C(c2ccccc2F)NC(=O)N1 (configuration not stated)	-22	148	22	148	x
55	COc1ccccc1C1/C(=C(/O)c2ccc(OC(C)C)cc2)C(=O)C(=O)N1c1cc(C)on1 (configuration not stated)	x	x	x	x	-6
56	O=C(COC(=O)C12CC3CC(CC(O)(C3)C1)C2)Nc1ccccc1OC(F)F	9	205	-9	205	-10
57	COCc1cc(=O)n2c([nH]c3ccccc32)c1C#N	-8	165	8	165	3
58	O=C1CCCC2=C1C(c1cn(-c3ccccc3)nc1-c1cccs1)c1c([nH]c(=O)[nH]c1=O)N2 (configuration not stated)	-7	66	7	66	6
59	Cc1nc2ccc(F)cc2cc1C(=O)NCc1ccco1	4	166	-4	166	20
60	O=c1[nH]cnc2scc(C3COc4ccccc4O3)c12 (configuration not stated)	x	x	x	x	8

#	MRP reversal cytotoxicity	MRP reversal with doxorubicin	PLAP inhibition	Bcl-B TR3 displacers
46	x	x	25%	10%
47	x	x	-5%	-21%
48	86	87	24%	-10%
49	82	85	22%	8%
50	88	74	7%	-1%
51	86	66	24%	-4%
52	89	81	-130%	42%
53	89	83	x	x
54	x	x	4%	13%
55	89	94	1%	5%
56	102	111	13%	1%
57	96	92	14%	-5%
58	95	89	-64%	1%
59	112	93	14%	-4%
60	105	97	-106%	-1%

Later entries:
#	canonical_smiles	IL1B NFkB pot	IL1B NFkB pot cell count 2 µM	NFkB transloc inh	NFkB transloc inh cell count 2 µM	MRP reversal
61	CSc1ccccc1-n1nnnc1SCC(=O)NCc1cccs1	6	143	-6	143	-2
62	Cc1ccccc1OCC(=O)N/N=C1\CCOc2c(C)cccc21	3	166	-3	166	x
63	CC(C)(C)NCc1cccn1-c1sc2c(c1C#N)CCCC2	8	173	-8	173	4
64	COc1ccc2[nH]c(C(=O)O)c(CCC(=O)O)c2c1	0	148	0	148	-8
65	CC(C)=CCCC1=CCC(/C(C)=N/NC(N)=O)CC1 (configuration not stated)	5	144	-5	144	x
66	COc1cccc(NC(=O)CSc2ncnc3c2oc2ccccc23)c1	2	122	-2	122	-3

#	MRP reversal cytotoxicity	MRP reversal with doxorubicin	PLAP inhibition	Bcl-B TR3 displacers
61	75	77	x	x
62	x	x	16%	3%
63	106	102	-8%	1%
64	97	105	-62%	9%
65	x	x	4%	-5%
66	46	49	16%	12%

An excerpt; count on the stated rates, not on these rows.
